Tb MetRS inh: blocks T. brucei methionyl-tRNA synthetase activity | purified T. brucei MetRS, ATP depletion, Kinase-Glo luminescence | inhibition, % at 11.9 µM | hit rate 0.4% among 360,000 | AID 624268;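 active = inhibition above a per-plate cutoff of the control wells' mean inhibition plus 3 SD, cut at about 5.5% in these data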;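 also: 0% = DMSO wells median and 100% = median of wells with control inhibitor compound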
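Material: parasite MetRS enzyme / Replication: singlicate, one well per compound / Signal: luminescence of leftover ATP / Schedule: 2 h aminoacylation at 25 °C after 15 min preincubation / Medium: HEPES-MgCl2-KCl buffer plus DTT, spermine, BSA, pyrophosphatase / Doses: 11.9 µM single point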
Scp1 inh: inhibitors of human Scp-1 phosphatase | AID 493091 | Recombinant Scp1, phosphopeptide, malachite green phosphate absorbance | inhibition, % at 20 µM | Q9GZU7 | hit rate 0.88% among 340,000;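 active = inhibition above about 50% at 20 µM, limit read from the data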;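 also: plate controls were DMSO wells with enzyme for no effect and wells lacking enzyme for full effect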
Target sequence (Q9GZU7 76-261 limits assumed): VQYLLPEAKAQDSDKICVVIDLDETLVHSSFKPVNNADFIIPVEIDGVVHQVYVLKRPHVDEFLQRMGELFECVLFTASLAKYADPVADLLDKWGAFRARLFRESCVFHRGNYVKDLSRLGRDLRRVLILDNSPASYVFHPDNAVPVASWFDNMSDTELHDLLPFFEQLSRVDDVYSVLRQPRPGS
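Test system: SCP-1 catalytic domain; Buffer or medium: Acidic Tris acetate buffer with magnesium and detergent; Also added: Phosphorylated 17-residue peptide substrate; Compound: single 20 µM dose, 1% DMSO; Schedule: enzyme reaction 45 min at room temperature, colour 5 min, stabilisation 30 min; Signal: Phosphate-binding colour reagent, absorbance read at 630 nm.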
DNMT1 block: DNMT1 (human) enzyme inhibition; DNMT1 molecular beacon, Hinp1I cleavage, fluorescence; inhibition (reported as % activation of signal), % at 10 µM; hit rate 0.83% among 360,000; AID 588458; in the data active = inhibition above about 50%
Rpn11 inh: blocks the human proteasome subunit Rpn11; O00487; human 26S proteasome, Ub4-pepOG fluorescence polarization; 20S core pre-blocked with epoxomicin; calls only at 20 µM; hit rate 0.59% among 360,000;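 active = inhibition at 20 µM, scaled to each plate's controls, above about 33%, limit read from the data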
Target sequence (O00487 whole entry, looked up): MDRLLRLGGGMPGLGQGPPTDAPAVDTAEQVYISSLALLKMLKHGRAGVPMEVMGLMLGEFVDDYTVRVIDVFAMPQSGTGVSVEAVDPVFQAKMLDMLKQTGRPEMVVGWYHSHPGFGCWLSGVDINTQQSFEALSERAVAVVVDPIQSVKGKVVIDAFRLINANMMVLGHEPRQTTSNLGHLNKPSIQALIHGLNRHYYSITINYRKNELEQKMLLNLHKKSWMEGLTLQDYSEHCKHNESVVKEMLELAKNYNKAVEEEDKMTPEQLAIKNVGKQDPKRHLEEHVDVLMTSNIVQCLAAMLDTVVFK
LMPTP inh: blocks human LMPTP phosphatase; recombinant LMPTP-A, OMFP fluorogenic substrate, fluorescence intensity; inhibition, % at 20 µM; hit rate 0.22% among 360,000; AID 651560;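 active = compounds that cut the enzyme signal by at least half of the control window in the single-dose screen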;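 also: plate controls were DMSO wells with enzyme plus substrate for no effect and substrate without enzyme for full effect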
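Test system: LMPTP-A phosphatase enzyme; input: 0.625 nM LMPTP-A final; reagent: OMFP substrate, 400 µM final; compound dosing: 20 µM single dose, 3% DMSO; incubation: 50 min dark incubation at room temperature; measured by: endpoint fluorescence intensity from OMFP dephosphorylation; measure: % inhibition relative to no-enzyme and uninhibited control wells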
CSN deneddyl inh: CSN deneddylation inhibition. Q92905. Purified CSN, SCF-Nedd8-OG deneddylation, fluorescence polarization. inhibition, % at 12.5 µM. hit rate 0.38% among 360,000;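 active = pattern-corrected inhibition above about 35%, with an unprinted fluorescence ratio check between 0.5 and 1.5, limit read from the data, passing the limit was not always enough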;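 also: 0% = enzyme with substrate and 100% = substrate without enzyme; some results filed as inactive read as strong as hits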
Target sequence (Q92905 whole entry, looked up, one chain of several): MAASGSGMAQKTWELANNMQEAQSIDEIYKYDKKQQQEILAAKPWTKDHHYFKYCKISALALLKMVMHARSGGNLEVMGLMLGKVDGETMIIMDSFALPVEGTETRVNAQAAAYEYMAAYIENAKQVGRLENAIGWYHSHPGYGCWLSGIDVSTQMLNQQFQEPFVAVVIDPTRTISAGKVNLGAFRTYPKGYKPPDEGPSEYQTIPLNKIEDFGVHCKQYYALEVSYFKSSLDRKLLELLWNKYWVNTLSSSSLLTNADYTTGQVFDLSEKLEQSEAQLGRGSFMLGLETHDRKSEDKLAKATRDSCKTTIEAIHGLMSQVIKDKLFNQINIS
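Assay system: purified human Csn5 enzyme expressed in HEK293T cells; measure: % inhibition; also added: SCFSkp2-Nedd8OG substrate at 10 nM final; technique: fluorescence polarization; times: reaction 90 min, room temperature; medium: Tris buffer pH 7.5, NaCl, DTT, Tween-20, trehalose, ovalbumin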
MsrA inhibitor: bovine MsrA inhibition | purified bovine MsrA, absorbance read-out | inhibition, % at 15.5 µM | hit rate 0.75% among 360,000; in the data active = inhibition above about 4.5%;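 also: 0% = vehicle wells with enzyme and 100% = reference inhibitor wells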
STEP inh: STEP (human) phosphatase inhibition; hit rate 0.25% among 360,000; recombinant STEP, OMFP fluorogenic substrate, fluorescence; P54829; AID 588621; inhibition, % at 20 µM;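 active = inhibition at 20 µM, scaled per plate between control wells, above about 37%, limit read from the data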;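 also: 0% = DMSO with enzyme and substrate and 100% = substrate only without enzyme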
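Test system: STEP tyrosine phosphatase / Reagent: OMFP at 25 µM / Doses: 20 µM, 1% DMSO / Read-out: percent inhibition scaled to no-enzyme and uninhibited-enzyme controls, plate-pattern corrected / Detection: FITC-channel fluorescence of OMFP product / Medium: Bis-Tris buffer pH 6.0, 2.5 mM DTT, 0.005% Tween 20 / Schedule: 20 min at room temperature, dark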
SUMO1 PPI mod: modulators of human SUMO1-mediated protein-protein interactions; P63165; SUMO1 binding to a labelled peptide, TR-FRET, 1 h; inhibition, % at 20 µM; hit rate 0.33% among 360,000; in the data active = inhibition above about 37%
Target sequence (P63165 whole entry, looked up): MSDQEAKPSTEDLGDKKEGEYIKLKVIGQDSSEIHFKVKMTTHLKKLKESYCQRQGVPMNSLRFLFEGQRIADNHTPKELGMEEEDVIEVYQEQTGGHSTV
NadD block: blocks S. aureus nicotinate mononucleotide adenylyltransferase | purified NadD enzyme, colorimetric absorbance read-out | inhibition, % at 20 µM | hit rate 0.78% among 360,000 | AID 602399; in the data active = inhibition above about 26%; also: some compounds past the cut are filed as inactive
Starred values were filed as active, the others as inactive.

Screening O=C1c2ccccc2-c2c1cccc2C(=O)N1CCCCCC1 returned Tb MetRS inh -0.7, Scp1 inh 0, DNMT1 block 0, Rpn11 inh inactive, LMPTP inh 0.8, CSN deneddyl inh 2, MsrA inhibitor -0.1, STEP inh -1, SUMO1 PPI mod -20 and NadD block 6.
CC(C)CN=C(NS(=O)(=O)c1ccccc1)C(Cl)(Cl)Cl was read as Tb MetRS inh -0.2, Scp1 inh 3, DNMT1 block -4, Rpn11 inh inactive, LMPTP inh 0.0, CSN deneddyl inh -9, MsrA inhibitor 0.3, STEP inh -3, SUMO1 PPI mod 2 and NadD block -5.
For CCOc1ccc(-c2nc(CCl)cs2)cc1OC the results were Tb MetRS inh -0.5, Scp1 inh -13, DNMT1 block 3, Rpn11 inh inactive, LMPTP inh 0.1, CSN deneddyl inh -2, MsrA inhibitor 1.6, STEP inh -6, SUMO1 PPI mod -3 and NadD block -6.
For COc1ccc(CNC(=O)C2CCN(S(=O)(=O)c3ccc(N4CCCC4=O)cc3)CC2)cc1 the results were Tb MetRS inh -0.1, DNMT1 block 0, Rpn11 inh inactive, LMPTP inh 0.3, CSN deneddyl inh 2, MsrA inhibitor -0.4, STEP inh 0, SUMO1 PPI mod -4 and NadD block 1.
Screening COc1cc2c(cc1OC)C(C)N(C(=O)c1cccs1)CC2 (stereo not drawn) returned Tb MetRS inh -0.9, Scp1 inh -5, DNMT1 block -1, Rpn11 inh inactive, LMPTP inh -1.9, CSN deneddyl inh 2, MsrA inhibitor -0.5, STEP inh -2, SUMO1 PPI mod 4 and NadD block -5.
CC(=O)c1cc(CN2CCCCC2)cc(OC(C)C)c1 was read as Tb MetRS inh -0.2, Scp1 inh -1, DNMT1 block -3, Rpn11 inh inactive, LMPTP inh -1.1, CSN deneddyl inh 0, MsrA inhibitor 1.1, STEP inh -3, SUMO1 PPI mod 0 and NadD block 1.
Screening CCNC(=O)c1sccc1-n1cccc1 returned Tb MetRS inh -0.5, Scp1 inh 1, DNMT1 block -2, Rpn11 inh inactive, LMPTP inh -0.3, CSN deneddyl inh 3, MsrA inhibitor -0.5, STEP inh -1, SUMO1 PPI mod 0 and NadD block 2.
Screening C=CCSc1ncc(C#N)c(N)n1 returned Tb MetRS inh 0.8, Scp1 inh 2, DNMT1 block 1, Rpn11 inh inactive, LMPTP inh -1.2, CSN deneddyl inh -3, MsrA inhibitor 0.1, STEP inh 0, SUMO1 PPI mod 4 and NadD block 0.
For COc1ccc(NC(=O)c2cccc(NC(=O)c3ccccc3)c2)cc1 the results were Tb MetRS inh -1.1, Scp1 inh 4, DNMT1 block -3, Rpn11 inh inactive, LMPTP inh 0.9, CSN deneddyl inh -3, MsrA inhibitor -0.3, STEP inh 0, SUMO1 PPI mod 4 and NadD block -7.
For Cc1ccc(-n2nc3c(c2NC(=O)c2ccc4c(c2)OCO4)CS(=O)C3)cc1 (stereo not drawn) the results were Tb MetRS inh -0.7, Scp1 inh 6, DNMT1 block 0, Rpn11 inh inactive, LMPTP inh -1.1, CSN deneddyl inh 1, MsrA inhibitor -0.2, STEP inh 0, SUMO1 PPI mod -2 and NadD block -3.
`Cc1c(C)c2cc(Cl)c(OCc3nn[nH]n3)cc2oc1=O` gave Tb MetRS inh -0.6, Scp1 inh 7, DNMT1 block 1, Rpn11 inh inactive, LMPTP inh -1.6, CSN deneddyl inh -2, MsrA inhibitor 2.1, STEP inh 2, SUMO1 PPI mod 2 and NadD block -4.
Screening COc1ccccc1N1CCN(C(=O)c2ccc3c(c2)CCN3S(C)(=O)=O)CC1 returned Tb MetRS inh 0.3, Scp1 inh -4, DNMT1 block -3, Rpn11 inh inactive, LMPTP inh -1.1, CSN deneddyl inh 2, MsrA inhibitor -1.2, STEP inh 0, SUMO1 PPI mod 0 and NadD block 2.
For CCc1sc(C(=O)NC2CCN(C)CC2)cc1Br the results were Tb MetRS inh -1.4, Scp1 inh -8, DNMT1 block -1, Rpn11 inh inactive, LMPTP inh -1.4, CSN deneddyl inh 6, MsrA inhibitor -0.9, STEP inh -1, SUMO1 PPI mod -3 and NadD block 1.
Screening Nc1nonc1-n1nnc(C(=O)N/N=C/C=C/c2ccccc2)c1CSC1=NCCS1 returned Tb MetRS inh -0.5, Scp1 inh -3, DNMT1 block -14, Rpn11 inh inactive, LMPTP inh 2.3, CSN deneddyl inh -5, MsrA inhibitor 4.0, STEP inh 3, SUMO1 PPI mod -24 and NadD block 32*.
Screening Cc1ccc(CS(=O)Cc2ccc(C(=O)NCc3ccc4c(c3)OCO4)o2)cc1 (stereo not drawn) returned Tb MetRS inh 0.9, Scp1 inh -10, DNMT1 block -1, Rpn11 inh inactive, LMPTP inh 0.1, CSN deneddyl inh -1, MsrA inhibitor 0.1, STEP inh -4, SUMO1 PPI mod 2 and NadD block -4.
Screening CCOc1ccc(C(=O)CCC(=O)O)cc1 returned Tb MetRS inh 0.4, Scp1 inh -3, DNMT1 block -10, Rpn11 inh inactive, LMPTP inh -0.6, CSN deneddyl inh -3, STEP inh -2, SUMO1 PPI mod -2 and NadD block 1.
`CCCOc1cccc(-c2cc(C(=O)NNC(=S)NCC)c3ccccc3n2)c1` gave Tb MetRS inh 0.3, Scp1 inh -11, DNMT1 block -6, Rpn11 inh inactive, LMPTP inh 1.9, CSN deneddyl inh 0, MsrA inhibitor -0.2, STEP inh 2, SUMO1 PPI mod 1 and NadD block 2.
Screening FC(F)(F)c1cccc(Sc2cc(C(F)(F)F)nc(-c3ccccn3)n2)c1 returned Tb MetRS inh -0.2, Scp1 inh -11, DNMT1 block -31, Rpn11 inh inactive, LMPTP inh 1.7, CSN deneddyl inh 1, MsrA inhibitor 0.2, STEP inh 5, SUMO1 PPI mod 2 and NadD block 1.
C[C@]12c3[nH]c4cc(-c5ccco5)ccc4c3CCN1C(=O)[C@@H](CC(=O)NCCc1ccccn1)C[C@@H]2C(=O)N1CCOCC1 was read as Tb MetRS inh 0.1, Scp1 inh 12, DNMT1 block -2, Rpn11 inh inactive, LMPTP inh -3.9, CSN deneddyl inh -1, MsrA inhibitor 1.9, STEP inh 1, SUMO1 PPI mod -2 and NadD block 3.
Screening C[C@@H](O)CNC(=O)c1[nH]cnc1C(=O)Nc1cccc(Cl)c1 returned Tb MetRS inh -1.1, DNMT1 block 4, Rpn11 inh inactive, LMPTP inh -1.8, CSN deneddyl inh 3, MsrA inhibitor 1.0, STEP inh -4, SUMO1 PPI mod 5 and NadD block 3.

A run of entries from further up:
`Cc1c(C)c2cc(Cl)c(OCc3nn[nH]n3)cc2oc1=O` gave Tb MetRS inh -0.6, Scp1 inh 7, DNMT1 block 1, Rpn11 inh inactive, LMPTP inh -1.6, CSN deneddyl inh -2, MsrA inhibitor 2.1, STEP inh 2, SUMO1 PPI mod 2 and NadD block -4.
Screening COc1ccccc1N1CCN(C(=O)c2ccc3c(c2)CCN3S(C)(=O)=O)CC1 returned Tb MetRS inh 0.3, Scp1 inh -4, DNMT1 block -3, Rpn11 inh inactive, LMPTP inh -1.1, CSN deneddyl inh 2, MsrA inhibitor -1.2, STEP inh 0, SUMO1 PPI mod 0 and NadD block 2.

Remaining list, next part:
Screening COc1ccc(NC(=O)N(C)C[C@@H]2OCc3cn(nn3)CCCC(=O)N([C@H](C)CO)C[C@H]2C)c(OC)c1 returned Tb MetRS inh -0.1, DNMT1 block 0, Rpn11 inh inactive, LMPTP inh -1.1, CSN deneddyl inh 1, MsrA inhibitor 0.0, STEP inh 2, SUMO1 PPI mod 8 and NadD block 0.
`CCOC(=O)C1CCN(C(=S)Nc2ccccc2)CC1` gave Tb MetRS inh -2.1, Scp1 inh -2, DNMT1 block 1, Rpn11 inh inactive, LMPTP inh -1.6, CSN deneddyl inh 2, MsrA inhibitor -0.2, STEP inh -1, SUMO1 PPI mod -1 and NadD block 1.
O=C(O)c1ccccc1C=NNc1ccc([N+](=O)[O-])cn1 was read as Tb MetRS inh -0.2, Scp1 inh -5, DNMT1 block 3, Rpn11 inh inactive, LMPTP inh -0.8, CSN deneddyl inh 2, MsrA inhibitor 1.1, STEP inh 0, SUMO1 PPI mod -20 and NadD block -5.
`O=C(/C=C/c1ccc(Br)cc1)NCc1cccs1` gave Tb MetRS inh -0.3, Scp1 inh -7, DNMT1 block 1, Rpn11 inh inactive, LMPTP inh -0.8, CSN deneddyl inh -3, MsrA inhibitor -0.4, STEP inh 2, SUMO1 PPI mod -4 and NadD block -3.
`CN1CCN(C(=O)c2sc(=S)n(-c3ccccc3)c2N)CC1` gave Tb MetRS inh -0.9, Scp1 inh 22, DNMT1 block -2, Rpn11 inh inactive, LMPTP inh 2.2, CSN deneddyl inh 8, MsrA inhibitor 1.4, STEP inh 96*, SUMO1 PPI mod -11 and NadD block -3.
CCCC#Cc1cnc2c(c1)C(=O)N([C@H](C)CO)C[C@@H](C)[C@@H](CN(C)C(=O)Nc1cccc(F)c1)O2 was read as Tb MetRS inh -0.2, DNMT1 block 3, Rpn11 inh inactive, LMPTP inh -2.1, CSN deneddyl inh 1, MsrA inhibitor -1.1, STEP inh -5, SUMO1 PPI mod 2 and NadD block 4.
`CCCS(=O)(=O)NC(=O)C1(C)CCN(C(=O)c2cccc3ccccc23)C1` (stereo not drawn) gave Tb MetRS inh 0.2, DNMT1 block -2, Rpn11 inh inactive, LMPTP inh -0.2, CSN deneddyl inh -3, MsrA inhibitor 0.5, STEP inh 0, SUMO1 PPI mod 3 and NadD block 0.
`Cc1cc(O)ccc1NS(=O)(=O)c1ccc2c3c(cccc13)C(=O)N2` gave Tb MetRS inh 0.7, Scp1 inh -1, DNMT1 block -1, Rpn11 inh inactive, LMPTP inh -0.1, CSN deneddyl inh 2, MsrA inhibitor 1.7, STEP inh 2, SUMO1 PPI mod -17 and NadD block 0.
Screening NC(=O)c1cccc(-c2coc3c(C(=O)NC4CCCCC4)cccc23)c1 returned Tb MetRS inh -0.1, DNMT1 block 0, Rpn11 inh inactive, LMPTP inh 0.3, CSN deneddyl inh 1, MsrA inhibitor 1.3, STEP inh 1, SUMO1 PPI mod 11 and NadD block -6.
COc1ccc(-n2cc(CNCCCn3ccnc3)c(-c3ccccc3Cl)n2)cc1 was read as Tb MetRS inh 0.6, Scp1 inh -1, DNMT1 block -9, Rpn11 inh inactive, LMPTP inh -4.3, CSN deneddyl inh 3, MsrA inhibitor -0.2, STEP inh 2, SUMO1 PPI mod 2 and NadD block 6.
Screening C=CCNC(=O)CN1CCC(NC(=O)c2ccco2)CC1 returned Tb MetRS inh -1.4, Scp1 inh -8, DNMT1 block 0, Rpn11 inh inactive, LMPTP inh -0.4, CSN deneddyl inh -2, MsrA inhibitor -1.4, STEP inh 0, SUMO1 PPI mod 7 and NadD block -2.
